Bioassay records: PubChem BioAssay, The Scripps Research Institute Molecular Screening Center
PME-1 inh: PME-1 inhibitors via competitive probe labeling, primary screen, biochemical, fluorescence polarization, FP-Rh probe, HTS; Protein phosphatase methylesterase 1 (Homo sapiens), Q9Y570; recombinant PME-1; inhibition, % at 5.9 µM; 320,000 compounds, 0.53% hits;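 active = inhibition above the campaign mean of all compounds plus 3 SD, cut at about 26% in these data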;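 also: competitive labeling of PME-1 active site by serine hydrolase directed probe; 0% = PME-1 with DMSO and 100% = wells lacking PME-1 enzyme; inhibitors block probe labeling so polarization falls and inhibition rises; many of its hits are not listed in these tables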
Target sequence (Q9Y570 whole entry, looked up): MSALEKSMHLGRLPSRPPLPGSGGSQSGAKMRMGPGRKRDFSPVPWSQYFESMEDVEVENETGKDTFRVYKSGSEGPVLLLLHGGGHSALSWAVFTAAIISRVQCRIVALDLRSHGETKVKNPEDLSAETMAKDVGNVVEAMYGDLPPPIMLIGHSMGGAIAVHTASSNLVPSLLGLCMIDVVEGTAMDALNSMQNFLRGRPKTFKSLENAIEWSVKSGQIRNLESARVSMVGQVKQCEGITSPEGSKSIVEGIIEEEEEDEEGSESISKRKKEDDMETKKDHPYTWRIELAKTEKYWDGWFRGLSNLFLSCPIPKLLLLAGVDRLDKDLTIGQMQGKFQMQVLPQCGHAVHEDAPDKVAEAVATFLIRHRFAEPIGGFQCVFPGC
PAFAH1B2 inh: PAFAH1B2 enzyme inhibitors, primary screen, biochemical, fluorescence polarization, human. Platelet-activating factor acetylhydrolase IB subunit alpha2 (Homo sapiens), P68402. recombinant PAFAH1B2, FP-rhodamine activity probe. inhibition, % at 3.39 µM. 340,000 compounds, 1.2% hits. AID 492953, 2010;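 active = inhibition above the mean of all tested compounds plus 3 SD, cut at about 24% in these data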;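 also: 0% = enzyme with DMSO and 100% = wells lacking PAFAH1B2; many of its hits are not listed in these tables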
PAFAH1B3 inh: PAFAH1B3 enzyme inhibitors, primary screen, biochemical, fluorescence polarization, human; Platelet-activating factor acetylhydrolase IB subunit alpha1 (Homo sapiens), Q15102; recombinant PAFAH1B3, FP-rhodamine probe; inhibition, % at 3.39 µM; 340,000 compounds, 0.28% hits; AID 492972, 2010;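 active = inhibition above the screen-wide average of all tested compounds plus 3 SD, cut at about 25% in these data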;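 also: 0% = enzyme with DMSO only and 100% = wells lacking PAFAH1B3 protein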
Target sequence (Q15102 whole entry, looked up): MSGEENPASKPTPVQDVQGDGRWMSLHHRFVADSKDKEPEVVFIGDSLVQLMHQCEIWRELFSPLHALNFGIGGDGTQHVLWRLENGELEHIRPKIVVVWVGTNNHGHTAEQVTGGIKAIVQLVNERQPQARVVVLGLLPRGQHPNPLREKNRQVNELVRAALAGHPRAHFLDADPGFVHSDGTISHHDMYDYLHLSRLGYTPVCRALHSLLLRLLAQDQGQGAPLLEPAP
GSTO1 counter: inhibitors of recombinant GSTO1, primary screen, counter-screen for RBBP9 inhibitor project, biochemical, fluorescence polarization | inhibition, % at 5.96 µM | activity-based probe fluorescence polarization | 300,000 compounds, 1.1% hits | AID 1974, 2009;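 active = inhibition above the campaign mean inhibition plus 3 SD, cut at about 35% in these data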;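 also: 0% = GSTO1-1 with DMSO and 100% = wells lacking GSTO1-1 enzyme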
Target sequence (P78417 whole entry, looked up): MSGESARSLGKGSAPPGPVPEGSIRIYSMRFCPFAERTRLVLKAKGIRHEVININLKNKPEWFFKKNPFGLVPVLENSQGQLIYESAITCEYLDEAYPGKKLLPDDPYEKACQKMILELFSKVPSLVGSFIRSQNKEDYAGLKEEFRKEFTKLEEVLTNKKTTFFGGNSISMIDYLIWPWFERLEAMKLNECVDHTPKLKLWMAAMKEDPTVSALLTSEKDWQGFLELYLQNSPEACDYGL
pPAFAH inh: pPAFAH enzyme inhibitors, primary screen, biochemical, fluorescence polarization, human | inhibition, % at 3.39 µM | AID 463082, 2010 | recombinant pPAFAH, FP-rhodamine probe fluorescence polarization | Platelet-activating factor acetylhydrolase (Homo sapiens), Q13093 | 330,000 compounds, 1.5% hits;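 active = inhibition above the mean inhibition across the screen plus 3 SD, cut at about 25% in these data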;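 also: inhibitors block binding of the rhodamine activity-based probe so polarization drops; 0% = enzyme with DMSO and 100% = wells lacking pPAFAH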
PAD4 FP inh: human PAD4 inhibitors, primary screen, biochemical, fluorescence polarization, 1536-well format; Protein-arginine deiminase type-4 (Homo sapiens), Q9UM07; 330,000 compounds, 0.41% hits; inhibition, % at 6.36 µM; recombinant PAD4, RCA probe fluorescence polarization;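 active = percent inhibition above a cutoff equal to the mean of all tested compounds plus 3 SD, cut at about 15% in these data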;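 also: 0% = PAD4 with RCA probe and DMSO and 100% = probe without PAD4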
Fam108B inh: mouse Fam108B serine hydrolase inhibitors, primary screen, counter-screen for RBBP9 inhibitor project, biochemical, fluorescence polarization; recombinant Fam108B, FP-Rh probe fluorescence polarization; inhibition, % at 9.51 µM; 300,000 compounds, 0.33% hits; AID 1947, 2009;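 active = inhibition above the screen mean inhibition plus 3 SD, computed separately per campaign, cut at about 18% in these data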;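 also: inhibitors lower polarization as less probe binds the enzyme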
LYPLA1 counter: LYPLA1 inhibitors, primary screen, counter-screen for PME1 inhibitor project, biochemical, fluorescence polarization, FP-Rh probe ABPP; AID 2174, 2009; 320,000 compounds, 0.16% hits; recombinant LYPLA1; inhibition, % at 5.9 µM;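 active = inhibition above the mean of all tested compounds plus 3 SD, set per campaign, cut at about 14% in these data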;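 also: inhibitors block serine hydrolase probe labeling of LYPLA1 so polarization falls; 0% = enzyme with DMSO and 100% = wells lacking LYPLA1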
PAFAH2 inh: PAFAH2 enzyme inhibitors, primary screen, biochemical, fluorescence polarization, human; Platelet-activating factor acetylhydrolase 2, cytoplasmic (Homo sapiens), Q99487; recombinant PAFAH2, FP-rhodamine activity probe; inhibition, % at 3.39 µM; 340,000 compounds, 0.99% hits; AID 492956, 2010;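 active = inhibition above the mean over all tested compounds plus 3 SD, cut at about 30% in these data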;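 also: inhibitors block probe labeling of enzyme so polarization drops; 0% = enzyme with DMSO and 100% = wells lacking PAFAH2 protein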
Starred values were filed as active, the others as inactive; . = not tested or not shown. Some of the compounds tested; count on the stated rates, not on these rows.

SMILES,Fam108B inh,PAFAH2 inh,PAFAH1B2 inh,GSTO1 counter,PAFAH1B3 inh,PAD4 FP inh,LYPLA1 counter,PME-1 inh,pPAFAH inh
O=C1NC2(CCCCCC2)C(=O)N1Cc1ccccc1,2,2,-4,-3,3,3,-3,-4,-7
Cc1ccsc1C1C=C(c2cccc(Br)c2)Nc2ncnn21 (centres undefined),-4,12,5,7,3,-6,-2,-6,18
O=C1c2ccccc2C(=O)N1CCC1=CCCCC1,-2,6,6,-3,3,0,4,1,1
CCCc1cc(=O)[nH]c(SCC(N)=O)n1,-3,5,5,-2,0,-1,1,3,1
O=[N+]([O-])c1cccc2nc(-c3ccccc3)c(-c3ccccc3)nc12,0,7,3,-2,5,0,0,5,5
COc1ccc(N=c2scc(-c3ccc(OC)cc3)n2CCO)cc1,13,7,4,13,2,-1,-1,-1,9
O=C(NCCCN1CCOCC1)c1ccccc1NS(=O)(=O)c1ccc(Br)cc1,1,6,8,0,2,-1,5,1,6
COc1ccc(N2CC(NS(=O)(=O)c3ccc(F)cc3)CC2=O)cc1 (centres undefined),-1,11,3,-5,2,0,3,-3,8
C=CCSc1nc2ccccc2c(=O)n1Cc1ccccc1,1,-3,-2,7,6,-3,-5,0,0
COc1cc2c(cc1OC)C(c1cccs1)N(C(=O)c1cccc(S(=O)(=O)N(C)C)c1)CC2 (centres undefined),-1,-2,4,2,13,1,0,15,11
CC12CCCc3c(O)cc(=O)n(c31)-c1ccccc12 (centres undefined),-4,4,20,2,3,-4,-4,-9,-3
CC(C(=O)N1c2ccc(F)cc2CCC1C)N1C(=O)c2ccccc2C1=O (centres undefined),2,-4,8,0,8,-1,-1,0,-2
Cc1cccc(CC(=O)Nc2ccon2)c1,2,4,-7,59*,3,-5,-5,-4,1
O=C(CC1OC(=O)c2ccccc21)Nc1cc(Cl)ccc1N1CCOCC1 (centres undefined),.,7,2,.,8,-5,.,.,-2
CC(Oc1ccccc1)C(=O)Nc1cccc([N+](=O)[O-])c1 (centres undefined),-2,4,3,5,-1,2,-1,-6,5
COc1ccc(O)c(-c2cc(-c3cccs3)[nH]n2)c1,7,1,8,5,3,-5,-4,18,9
O=C(CCc1nc2ccccc2c(=O)[nH]1)OCC(=O)c1ccc(C2CCCCC2)cc1,5,-7,-4,0,10,0,-2,-6,4
COCCn1cnc2c1c(=O)n(CC#N)c(=O)n2Cc1ccccc1,1,-8,-4,1,5,-2,-3,-3,7
COc1cc(C2NC(=O)NC(C)=C2C(=O)OC2CCCC(C)C2)cc(Br)c1O (centres undefined),4,2,19,-72,9,-2,-3,0,8
Clc1ncccc1-c1nnn(-c2ccccc2)n1,2,2,-2,58*,9,-3,-1,-2,6
O=C(NNC(=O)c1ccncc1)c1ccccc1,0,-1,-1,5,3,1,3,1,3
COc1ccc(CCNS(=O)(=O)c2ccc3c(c2)NC(=O)CS3)cc1OC,-2,-3,-2,25,7,-2,1,-3,2
O=C(COc1ccccc1Cl)NCCCNC(=O)c1cccnc1,5,-8,3,3,0,2,5,-2,3
COc1ccccc1NS(=O)(=O)c1cc(NC(C)=O)ccc1N1CCCCC1,-3,1,3,-4,-1,-3,-1,5,9
CCn1ccnc1CN1CCCC(C(=O)c2ccc3cc(OC)ccc3c2)C1 (centres undefined),4,3,-2,6,5,-1,-2,4,0
O=Cc1cccn1-c1ncc(Br)cn1,-3,-2,-1,0,17,-1,1,5,2
Cc1ccc2cc(C=C(C#N)C#N)c(N3CCCCC3)nc2c1,-8,2,-2,3,-4,-3,1,-4,4
CC(=O)Nc1cccc(NC(=O)c2cc(-c3cccnc3)nc3ccc(Cl)cc23)c1,-12,-6,-8,-15,-1,-8,-12,-1,-6
CC(C)CN(C(=O)CN1CCN(c2ccc([N+](=O)[O-])cc2)CC1)c1c(N)n(CC(C)C)c(=O)[nH]c1=O,7,4,0,2,-4,0,0,-1,0
COc1ccc(S(=O)(=O)N(C)CC(=O)NCCC2=CCCCC2)cc1OC,2,-1,2,4,2,-3,-2,6,0
Cc1ccc2c(c1)c1nnc(SCC(=O)Nc3ccccc3C(F)(F)F)nc1n2CC(=O)O,-5,2,1,5,-1,-2,0,0,4
COc1ccc(S(=O)(=O)N2CCC(C(=O)NCCC(=O)Nc3ccc(Cl)cc3)CC2)cc1,-3,-3,0,7,7,-2,1,-6,2
COc1cccc(/C(O)=C2/C(=O)C(=O)N(CCN(C)C)C2c2ccc(Br)cc2)c1 (centres undefined),2,0,1,5,3,-1,5,-4,-2
CCCOc1ccc(-c2nnc(-c3ccncc3)o2)cc1,4,5,4,0,7,-2,8,-54,3
Cc1c(C(=O)N2CCC(Cc3ccccc3)CC2)cccc1[N+](=O)[O-],0,-8,2,-2,12,2,0,1,10
CCN(CC)C(=O)c1cc(Cl)ccc1NC(=O)c1ccco1,4,0,0,-1,-3,5,11,8,1
Cc1cc(C)c2c(Cn3ccnc3)cc(=O)oc2c1,0,-4,2,-5,11,-5,0,1,-2
COc1ccccc1NS(=O)(=O)c1cc(NC(=O)CNC(=O)c2cc(C)cc(C)c2)ccc1C,-18,-6,-1,-6,-6,-4,-15,-26,1
O=C(O)c1cc2nc(-c3ccccc3)cc(-c3ccccc3)n2n1,1,3,-3,16,13,-9,0,-1,1
COc1ccc(S(=O)(=O)N2CCC(C)CC2)cc1Br,1,4,19,2,3,2,3,-4,-2
Cc1ccc(NC(=O)NCc2ccccn2)cc1Cl,4,3,-2,-3,7,-1,0,-2,1
COC(=O)c1ccc(-n2cncn2)c(F)c1,-1,6,3,3,2,1,3,-1,5
Cc1ccc(C)c(NC2=NS(=O)(=O)c3ccccc32)c1,-2,-2,-2,2,8,-4,0,-3,-5
CCOc1ccc(C(=O)O)cn1,-3,3,4,1,5,-5,0,-1,-7
COc1ccc(-c2nnn(CC(=O)N(CC(=O)NCCC(C)C)c3ccccc3)n2)cc1OC,-6,7,2,2,2,4,-1,-3,2
COc1ccc(NC(=O)c2cc3c(COC(C)=O)cnc(C)c3oc2=Nc2cccc(C(=O)O)c2)c(OC)c1,3,1,2,-4,15,0,-3,10,19
COc1ccc(C(c2sc3nc(C)nn3c2O)N2CCC3(CC2)OCCO3)cc1 (centres undefined),-5,-6,-3,5,0,-4,-2,0,-3
O=C(NNC(=O)C1CCN(S(=O)(=O)c2ccc(Cl)cc2)CC1)c1ccc(Cl)cc1,0,5,13,11,8,-6,-5,-1,-1
CCCCOC(=O)Cn1c(=O)oc2ccc(C)cc21,2,2,0,1,5,0,-4,-1,9
C=CCNC(=O)c1cc(Cl)ccc1[N+](=O)[O-],6,6,3,2,7,-1,-5,-1,0
CCc1nc(CNC(=O)C2CCC(=O)N(CCc3ccc(OC)cc3)C2)cs1 (centres undefined),2,-3,-5,5,5,1,1,4,3
Cc1c(C(=O)O)sc2ncnc(N3CCCCC3C)c12 (centres undefined),0,9,5,2,4,-1,-3,-5,2
CC(C)(C)Nc1nc(N)nc(Cl)n1,-4,-6,4,3,8,0,1,-5,0
CCN(CC)Cc1nc2c(c(=O)[nH]1)C(CC)(CC)Cc1ccccc1-2,0,-6,1,1,4,1,0,1,-5
O=C(NC1CCN(C(=S)NCCc2ccccc2)CC1)C1CC1,0,-1,1,0,8,-2,2,-3,5
CCOC(=O)c1cc2c(ccn2C)n1Cc1ccc(Cl)cc1,-3,-5,-1,2,8,-9,2,0,6
C/C(=N\NC(=O)C(=O)Nc1c(C)n(C)n(-c2ccccc2)c1=O)c1ccncc1,2,0,4,10,-1,4,-2,5,1
CCOc1ccc(N(CC(=O)Nc2ccc(C)cc2)S(C)(=O)=O)cc1,0,4,0,5,1,-3,-3,-4,-2
CC(C)(C)C(=O)Nc1c2c(nc3c1CCC3)CCCC2,5,4,-4,10,0,-3,2,-4,8
O=C(Nc1ccc(NC(=O)c2cccs2)cc1)c1cccnc1,1,-4,8,-3,2,-4,-2,6,1

(further entries)
SMILES,Fam108B inh,PAFAH2 inh,PAFAH1B2 inh,GSTO1 counter,PAFAH1B3 inh,PAD4 FP inh,LYPLA1 counter,PME-1 inh,pPAFAH inh
C=CCNC(=S)N1CCN(CCNC2=CC(=O)CC(C)(C)C2)CC1,0,0,1,5,7,3,-3,-4,14
COc1ccccc1NC(=O)Cn1cnc2c(nnn2-c2ccc(C)cc2)c1=O,-1,-6,-1,-7,8,-3,0,4,7
CCCN1C2CCCC1CC(NC(=O)c1cccc([N+](=O)[O-])c1)C2 (centres undefined),-1,2,-2,-6,-4,-5,1,-4,2
c1ccc(-c2nccc(-c3ccc4c(c3)OCO4)n2)cc1,-4,3,1,-1,4,1,-1,1,1
O=C(CCN1C(=O)/C(=C/c2ccc(F)cc2)SC1=S)N[C@@H](CO)Cc1ccccc1,-10,-10,14,0,-1,-24,1,-2,2
O=C(Cc1ccccc1)Nc1ccc(-c2nnc(-c3ccco3)o2)cc1,-15,10,1,-2,-13,-2,-8,-12,-3
C/C(=N\NC(=O)CN1CCCCC1)c1ccccc1O,-6,4,0,8,-6,0,-3,-5,4
CC1CCCN(C(=O)c2cc3c(=O)n4ccccc4nc3s2)C1 (centres undefined),7,3,4,-6,8,-1,0,4,5
O=C1c2cccnc2C(O)N1Cc1ccc(F)cc1 (centres undefined),-2,3,4,8,8,-3,-3,1,2
Cn1c(=O)c2c(ncn2CC(=O)OCC(=O)Nc2ccc(Cl)cc2Cl)n(C)c1=O,-4,4,-1,4,-7,3,-1,0,0
COc1ccccc1S(=O)(=O)Cc1ccc(C(=O)NC2CC2)o1,3,-3,-6,10,8,1,4,-11,4
CCN(CC(=O)NCCc1ccc(Cl)cc1)Cc1nc2ccccc2c(=O)[nH]1,1,-5,5,-7,7,-1,-2,4,8
Clc1ccc(CO/N=C/c2cccs2)cc1,0,.,.,0,.,-1,-1,3,4
COc1ccccc1NS(=O)(=O)c1ccc(/C=C/C(=O)N2CCN(C(C)=O)CC2)cc1,.,21,7,.,5,2,0,14,3
COc1cccc(NC(=O)CCC2CCN(C(=O)c3ccc(C(C)=O)s3)CC2)c1,-2,-4,3,-7,5,-4,1,6,2
